Screening results: PubChem, ICCB-Longwood Screening Facility, Harvard Medical School
Polio RdRp inh – poliovirus RdRp elongation inhibitors, primary screen, biochemical, fluorescence polarization, total intensity; AID 588519, 2011; Genome polyprotein (Poliovirus type 1 (strain Mahoney)), P03300; poliovirus polymerase elongation; hits give low values; % elongation, % (compound at 16.7 µg/mL); 150,000 compounds, 0.66% hits; in the data active means % elongation below about 90%; further: some results filed as inactive read as strong as hits
Target sequence (P03300 1749-2209 limits assumed): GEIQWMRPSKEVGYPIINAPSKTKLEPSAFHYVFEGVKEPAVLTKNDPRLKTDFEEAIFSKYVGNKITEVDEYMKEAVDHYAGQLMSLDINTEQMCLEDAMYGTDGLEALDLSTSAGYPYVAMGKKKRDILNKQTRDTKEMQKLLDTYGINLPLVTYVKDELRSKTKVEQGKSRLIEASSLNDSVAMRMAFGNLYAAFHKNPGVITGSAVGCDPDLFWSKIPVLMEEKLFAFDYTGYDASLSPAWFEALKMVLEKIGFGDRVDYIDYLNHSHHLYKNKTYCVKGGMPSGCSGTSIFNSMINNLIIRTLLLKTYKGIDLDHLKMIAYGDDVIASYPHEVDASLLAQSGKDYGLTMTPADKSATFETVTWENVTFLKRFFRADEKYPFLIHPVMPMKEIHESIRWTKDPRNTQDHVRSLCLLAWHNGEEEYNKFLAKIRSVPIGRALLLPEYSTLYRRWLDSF
Polio RdRp inh FP z-score – also measured in Polio RdRp inh; calls as there; z-score; measured here: FP z-score; hits read low
An asterisk follows results filed as active; & = joins results of further samples. Only part of the results is shown; the hit share may differ from the screen's.

molecule | Polio RdRp inh | Polio RdRp inh FP z-score
CCCCn1c(=O)c2oc3ccccc3c2n(CC(=O)Nc2cccc(Cl)c2)c1=O | 103 | -0.8
CN1CCN(Cc2nc3ccccc3c(=O)n2CC#N)CC1 | 109 | 1.2
CC(CCc1ccccc1)NC(=O)CCc1cn(Cc2ccc(F)cc2)c2ccccc12 (stereo unspecified) | 104 | 0.3
O=C1C(=O)N(C2CCNCC2)CCN1Cc1ccccc1 | 107 | 0.3
NNC(=O)CCN1CCN(c2ccccc2)CC1 | 103 | 0.2
Cc1cc2c(cc1S(=O)(=O)NCc1ccc(F)cc1)n(C)c(=O)c(=O)n2C | 101 | -1.1
CCCCOc1ccc(C2c3c(-c4ccccc4O)n[nH]c3C(=O)N2Cc2ccncc2)cc1OC (stereo unspecified) | 102 | -1.1
Cc1c(C(=O)N2CCN(c3ncccn3)CC2)oc2ccc(Cl)cc12 | 106 | 0.4
COc1ccc(-c2cn3c(n2)sc2cc(C(=O)NCCc4ccccc4)ccc23)cc1 | 102 | -0.9
CCOC(=O)c1cnc2c(ccc3ccccc32)c1Nc1ccccc1OC | 107 | 0.3
CCN(CC)CCn1c2ccccc2c2nc3cc(C(=O)O)ccc3nc21 | 103 | 0
NC(=O)CSc1ccc(-c2ccc3c(c2)OCO3)nn1 | 105 | 1
Cc1ccc(NC(=O)CN2CCCC2c2cccn2C)cc1C (stereo unspecified) | 105 | 0.2
Cc1c(N2C(=O)CSC2=S)c(=O)n(-c2ccccc2)n1C | 101 | 0.1
O=S(=O)(c1cccc2nsnc12)N1CCNCC1 | 103&101 | 0.3&-0.2
O=C(CNc1ccccc1C(=O)NCc1ccco1)Nc1ccc(N2CCOCC2)cc1 | 104 | 0.1
CC(C)C12CN3CCN(CC(C3)/C1=N/N)C2 | 108 | 0.6
COc1cccc(CNC(=O)CC(c2ccc(F)cc2)N2Cc3ccccc3C2=O)c1 (stereo unspecified) | 106 | -0.2
Cc1cc(C)c2c(N)c(C(=O)NC(C)c3ccccc3)sc2n1 (stereo unspecified) | 105 | 0.2
COC(=O)COc1ccc(S(=O)(=O)Nc2ccc(C(F)(F)F)cc2)cc1 | 98 | -0.5
CN1C(=O)c2ccccc2Sc2ccc(NC(=O)COc3ccc(F)cc3)cc21 | 104 | -0.3
CCOc1ccccc1NC(=O)C1CCC(CNS(=O)(=O)c2ccc3c(c2)CCCC(=O)N3)CC1 (stereo unspecified) | 107 | 0.1
O=C1c2ccc(-c3ncc(-c4ccccc4)o3)cc2C(=O)N1c1ncn[nH]1 | 103 | 0.3
Cc1nc2ccccn2c1P(=O)(N1CCCCC1)N1CCCCC1 | 99 | -0.3
CCOc1ccccc1N(CC(=O)Nc1ccc(OC)c(Cl)c1)S(=O)(=O)c1ccccc1 | 102 | -0.6
O=C(CSc1nc2c(c(=O)[nH]1)CSC2)c1ccc(Cl)cc1 | 101 | -0.6
CCOC(=O)c1c(C)[nH]c(C)c1S(=O)(=O)N1CCN(c2ccc(Cl)cc2)CC1 | 106 | 0.5
COc1ccc(CCN(C)c2nc(N)c3c(N)nc(SCC(=O)O)cc3c2C#N)cc1OC | 72* | -4*
CCOC(=O)N1CCN(C(=O)c2cccs2)CC1 | 102 | -0.1
Fc1ccc(Nc2nc(SCc3ccccc3F)nc3ccccc23)cc1 | 112 | 1.4
O=C(CCC(=O)N1CCCCc2ccccc21)NC1CCCC1 | 99 | -1.1
CSc1ccc(CCNC(=O)CCc2c(C)nc3c(c(C)nn3-c3ccccc3)c2C)cc1 | 105 | -0.2
Cc1cc(NC(=O)Nc2csc3c2CCCC3)ccc1Br | 103 | -2.1
Cc1cccc(OCC(=O)N(Cc2ccc(C(C)C)cc2)Cc2ccco2)c1C | 107 | 0.1
Cc1ccccc1OCCSc1nnc(-c2ccc3c(c2)OCO3)o1 | 106 | 0.3
S=c1[nH]nc(CNc2ccc(I)cc2)n1-c1ccccc1 | 100 | 0.1
COc1cccc(CNC(=O)CCCN2C(=O)CCn3nc(-c4cccn4C)cc32)c1 | 113 | 1.8
CCOC(=O)CC(NC(=O)N1CCC(CN2CCC(C)CC2)CC1)c1ccccc1 (stereo unspecified) | 49* | -9.7*
O=C(Nc1ccc(OC(F)(F)F)cc1)OCCc1csc2ccccc12 | 106 | 0.6
COc1ccc2c(c1)c1c(c(=O)n(-c3cccc(C)c3)c(=O)n1CC(=O)N1CCCC1)n2C | 99 | -2

An excerpt of these results, with two lines to a compound:
Below each SMILES – Polio RdRp inh, Polio RdRp inh FP z-score
O=C(CNc1ccccc1C(=O)NCc1ccco1)Nc1ccc(N2CCOCC2)cc1
 : 104, 0.1
Cc1cc2c(cc1S(=O)(=O)NCc1ccc(F)cc1)n(C)c(=O)c(=O)n2C
 : 101, -1.1
NC(=O)CSc1ccc(-c2ccc3c(c2)OCO3)nn1
 : 105, 1

Next results follow.
molecule | Polio RdRp inh | Polio RdRp inh FP z-score
c1cnc2sc3c(N4CCOCC4)ncnc3c2c1 | 97 | -1.1
COc1ccc(C2=C(C(C)=O)Sc3nnc(-c4ccc(C)cc4)n3N2C(C)=O)cc1OC | 102 | -0.6
CC(C)CCNc1ncnc2onc(-c3ccc(Cl)cc3)c12 | 102 | 0.6
Cc1ccc2oc(=O)c3cnn(CC(=O)N4CCCc5ccccc54)c3c2c1 | 99 | 0
CCn1nc(C)cc1C(=O)NN | 105 | 0.3
Fc1ccc(CNC(c2ccc(F)cc2)c2nnc(-c3ccccc3)o2)cc1 (stereo unspecified) | 103 | 1
CC1CCC(NC(=O)Cn2ncc3c2-c2ccccc2OC3)CC1 (stereo unspecified) | 100 | -0.4
CCOCCCNC(=O)c1cc2c(=O)n3ccccc3nc2s1 | 102 | -0.6
CN(C(=O)COc1ccc2ccc(=O)oc2c1)c1ccccc1 | 104 | 0.6
O=S(=O)(Nc1nc2ccccc2nc1NCCC1=CCCCC1)c1ccccc1 | 104 | 0.7
NS(=O)(=O)c1ccc(N/C=C/C(=O)c2ccccc2)cc1 | 99 | -0.1
O=S(=O)(c1ccc(Br)cc1)c1nc(-c2ccco2)oc1SCc1ccccc1Cl | 100 | -1.5
COC(=O)c1ccccc1N=Cc1sc(=S)[nH]c1O | 111 | 0.9
O=C(Cn1c(C(F)(F)F)nc2ccccc21)OCc1nnc(-c2ccc(Cl)cc2)o1 | 108 | 0.7
O=C1NCCCC1c1n[nH]c(=S)n1Cc1ccccc1 (stereo unspecified) | 100 | -0.2
Cc1cc(C(=O)Cn2cnc3ccsc3c2=O)c(C)n1CCc1ccc(F)cc1 | 104 | 0.1
CCc1ccc(CNC(=O)Cc2ccc(NC(=O)N3CCSc4ncccc43)cc2)cc1 | 110 | 0.8
COc1ccc(C(=O)NCC#N)cc1 | 101 | -0.5
CCOc1ccc(C(O)c2nc3ccccc3n2C)cc1 (stereo unspecified) | 102 | 0.2
COC1(c2ccc(Cl)cc2)OC(=O)c2ccccc21 (stereo unspecified) | 102 | 0

21 consecutive records from above:
molecule | Polio RdRp inh | Polio RdRp inh FP z-score
CCCCn1c(=O)c2oc3ccccc3c2n(CC(=O)Nc2cccc(Cl)c2)c1=O | 103 | -0.8
CN1CCN(Cc2nc3ccccc3c(=O)n2CC#N)CC1 | 109 | 1.2
CC(CCc1ccccc1)NC(=O)CCc1cn(Cc2ccc(F)cc2)c2ccccc12 (stereo unspecified) | 104 | 0.3
O=C1C(=O)N(C2CCNCC2)CCN1Cc1ccccc1 | 107 | 0.3
NNC(=O)CCN1CCN(c2ccccc2)CC1 | 103 | 0.2
Cc1cc2c(cc1S(=O)(=O)NCc1ccc(F)cc1)n(C)c(=O)c(=O)n2C | 101 | -1.1
CCCCOc1ccc(C2c3c(-c4ccccc4O)n[nH]c3C(=O)N2Cc2ccncc2)cc1OC (stereo unspecified) | 102 | -1.1
Cc1c(C(=O)N2CCN(c3ncccn3)CC2)oc2ccc(Cl)cc12 | 106 | 0.4
COc1ccc(-c2cn3c(n2)sc2cc(C(=O)NCCc4ccccc4)ccc23)cc1 | 102 | -0.9
CCOC(=O)c1cnc2c(ccc3ccccc32)c1Nc1ccccc1OC | 107 | 0.3
CCN(CC)CCn1c2ccccc2c2nc3cc(C(=O)O)ccc3nc21 | 103 | 0
NC(=O)CSc1ccc(-c2ccc3c(c2)OCO3)nn1 | 105 | 1
Cc1ccc(NC(=O)CN2CCCC2c2cccn2C)cc1C (stereo unspecified) | 105 | 0.2
Cc1c(N2C(=O)CSC2=S)c(=O)n(-c2ccccc2)n1C | 101 | 0.1
O=S(=O)(c1cccc2nsnc12)N1CCNCC1 | 103&101 | 0.3&-0.2
O=C(CNc1ccccc1C(=O)NCc1ccco1)Nc1ccc(N2CCOCC2)cc1 | 104 | 0.1
CC(C)C12CN3CCN(CC(C3)/C1=N/N)C2 | 108 | 0.6
COc1cccc(CNC(=O)CC(c2ccc(F)cc2)N2Cc3ccccc3C2=O)c1 (stereo unspecified) | 106 | -0.2
Cc1cc(C)c2c(N)c(C(=O)NC(C)c3ccccc3)sc2n1 (stereo unspecified) | 105 | 0.2
COC(=O)COc1ccc(S(=O)(=O)Nc2ccc(C(F)(F)F)cc2)cc1 | 98 | -0.5
CN1C(=O)c2ccccc2Sc2ccc(NC(=O)COc3ccc(F)cc3)cc21 | 104 | -0.3

(cont.)
molecule | Polio RdRp inh | Polio RdRp inh FP z-score
CCOc1ccc(C(=O)CSc2nnc(-c3ccco3)c(-c3ccco3)n2)cc1NC(=O)CC | 100 | -0.7
CCOC(=O)N1CCC(=NNC(=O)Cn2nnc3ccccc32)CC1 | 103 | 0
CC1(C)CC(=O)C2=C(C1)NC(=O)CC2C(=O)Nc1ccc(F)c(Cl)c1 (stereo unspecified) | 102 | 0.5
Cc1ccc(CCNC(=O)c2ccc3c(Cl)c4c(nc3c2)CCCC4)cc1 | 108 | 0.6
C=CCNc1nc(N2CCCC2)nc2ccccc12 | 99 | -1.1
Nc1ncnc2nc(SCC(=O)O)[nH]c12 | 100 | -0.5
C/C=C/C(=O)N1c2ccccc2C(C)=CC1(C)C | 105 | 1.3
Nc1ccc(C(=O)OCCCc2nc3cc4ccccc4cc3[nH]2)cc1 | 101 | -0.1
COc1ccc(OC)c(/C=C2\CC(c3ccccc3)C/C(=C\c3cc(OC)ccc3OC)C2=O)c1 (stereo unspecified) | 102 | 0.2
O=C(c1ccn(C(=O)c2ccccc2)n1)N1CCOCC1 | 100 | -0.9
O=C(CCc1nc(C2=CCN(Cc3cccc(Cl)c3)CC2)no1)Nc1ccccc1F | 107 | -0.2
CCOC(=O)C1=C(C)NC(=O)NC1c1c(Cl)nc2c(C)cccn2c1=O (stereo unspecified) | 104 | 0
COc1ccc2nc(/C(N)=N/O)sc2c1 | 103 | 0.1
CCCn1c(C)cc(C)c(C#N)c1=O | 104 | 0.5
CCOc1ccc(NC(=O)CC2C(=O)N(c3cccc(C)c3)C(=O)N2Cc2cccnc2)cc1 (stereo unspecified) | 111 | 0.9
O=C(NCCc1ccc(Cl)cc1)c1ccc2c(c1)N(Cc1cccc(Cl)c1)C(=O)c1ccccc1S2(=O)=O | 113 | 1.3
CCOC(=O)C(Cc1ccccc1)C(=O)Nc1ccccc1C (stereo unspecified) | 102 | -0.2
O=C(COC(=O)c1ccc(NS(=O)(=O)c2cccs2)cc1)Nc1ncc(Br)s1 | 102 | -0.2
COc1ccc(OC)c(NC(=O)Cc2c(C(=O)O)[nH]c3ccc(Cl)cc23)c1 | 103 | -0.7
CC(=O)Nc1nc(-c2cccnc2)cs1 | 100 | -0.3
Cc1ccc(C)c(N2CCN(S(=O)(=O)c3ccc(F)c(C(=O)Nc4ccc(Cl)cc4Cl)c3)CC2)c1 | 108 | 0.1
CCN1CCC(N(Cc2ccco2)C(=O)Nc2ccc(OC)cc2)CC1 | 103 | 0.6
CCOC(=O)C1CCCN(C(=O)c2ccc3c(c2)sc2nc(-c4cccc(OC)c4)cn23)C1 (stereo unspecified) | 105 | -0.3
COCCNC(=O)c1c(N)n(Cc2ccccc2)c2nc3ccccc3nc12 | 99 | -0.7
Cc1cc2nc3c(=O)[nH]c(=O)[nH]c3nc2cc1N=Cc1c(O)n(Cc2ccccc2)c(=O)[nH]c1=O | 92 | -1.8
CC(=O)N1CCc2c(sc3c2c(=O)n(-c2ccc(F)cc2)c(=O)n3Cc2ccc(C#N)cc2)C1 | 108 | 1
CC(CNC(=O)c1nnc(Cc2ccc(F)cc2Cl)o1)c1ccccc1 (stereo unspecified) | 102 | 0.2
CCOCCOc1cccc2oc(C(=O)OCC)cc(=O)c12 | 105 | 0.9
O=C(Cn1ncc2c([nH]c3ccccc32)c1=O)N1CCc2ccccc21 | 104 | 1
COc1ccccc1N1CCN(c2ncnc3c2nnn3C)CC1 | 110 | 0.6
COc1ccc(NC(=O)c2noc3c2CSc2ccccc2-3)cc1Cl | 114 | 0.4
N#Cc1ccc(COC(=O)c2ccco2)cc1 | 103 | 0.8
CN(c1ccc(Cl)cc1)S(=O)(=O)c1nnc(NC(=O)c2ccco2)s1 | 113 | 1.1
Cc1c(C(=O)NCc2ccc(F)cc2)sc2nc3n(c(=O)c12)CCC3 | 103 | -0.6
O=C(Cn1nnc(-c2ccccc2)n1)OCC(=O)N1CCc2ccccc2C1 | 91 | -1.2
S=C(NCCc1ccccn1)Nc1ccccc1 | 101 | -0.7
Cc1ccc(O)c(CNn2cnnc2)c1 | 104 | 0.1
CC(=O)N1CCN(S(=O)(=O)c2cccc(C(=O)NCC34CC5CC(CC(C5)C3)C4)c2)CC1 | 106 | 0.4
Nc1cc(=O)[nH]c(=O)n1-c1ccc(Cl)cc1 | 104 | 0
CCCCOC(=O)Nc1nccs1 | 100 | -0.4

Complete entries as entered above.
`COCCNC(=O)c1c(N)n(Cc2ccccc2)c2nc3ccccc3nc12` reads Polio RdRp inh: 99; Polio RdRp inh FP z-score: -0.7
`O=C(Cn1ncc2c([nH]c3ccccc32)c1=O)N1CCc2ccccc21` reads Polio RdRp inh: 104; Polio RdRp inh FP z-score: 1
